Screens (PubChem BioAssay)
TRHR agonist – TRH receptor (human) agonism; activation, % at 2 µM; actives 0.18% (n = 360,000); AID 493084; P34981; TRHR cells, calcium flux fluo-8, FDSS agonist mode; in the data active = activation above about 30%; note: 0% is about no effect
Target sequence (P34981 whole entry, looked up): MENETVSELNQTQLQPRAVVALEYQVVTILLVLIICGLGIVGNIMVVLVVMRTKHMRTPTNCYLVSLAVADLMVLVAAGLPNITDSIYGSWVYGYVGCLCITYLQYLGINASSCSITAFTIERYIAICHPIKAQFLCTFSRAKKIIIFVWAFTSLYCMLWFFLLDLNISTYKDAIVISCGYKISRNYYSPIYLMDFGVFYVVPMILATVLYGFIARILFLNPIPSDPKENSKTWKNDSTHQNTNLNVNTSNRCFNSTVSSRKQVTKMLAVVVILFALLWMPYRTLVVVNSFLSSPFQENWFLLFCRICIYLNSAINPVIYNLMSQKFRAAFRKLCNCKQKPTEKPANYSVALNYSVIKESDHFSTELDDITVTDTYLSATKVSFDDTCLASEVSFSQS
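In this calcium-flux screen, cells bearing human TRHR are dye-loaded with fluo-8, baselined for 10 cycles, then exposed to library compounds; positive kinetic calcium responses during the agonist phase mark hits, with TRH as control.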
Anesthetic bind – candidate novel general anesthetic via apoferritin binding | apoferritin/1-aminoanthracene competitive binding, fluorescence | AID 485281 | Potency, µM (series often up to 77.5 µM), for the others: at the highest dose activity change, negative = displacement, usual class: inhibitors | actives 0.074% (n = 350,000); note: potency is the fitted concentration of half-maximal effect; % is set by controls: 0 for no effect and ±100 for the full control effect; nearly all actives have a fitted effect of over 20% in size
Target sequence (P02791 2-175 limits assumed): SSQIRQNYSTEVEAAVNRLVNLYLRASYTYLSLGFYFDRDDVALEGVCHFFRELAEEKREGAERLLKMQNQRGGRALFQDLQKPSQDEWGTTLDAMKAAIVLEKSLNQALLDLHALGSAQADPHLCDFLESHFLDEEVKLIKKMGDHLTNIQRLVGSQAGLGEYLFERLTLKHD
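10 uM apoferritin + 50% sat. 1-AMA, PBS; cpd 10 min RT; Ex380/Em535 endpoint; normalized to free probe vs complex; 4-param Hill fit; propofol titration as pos. ctrl.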
RXFP1 ag – agonists of human relaxin receptor RXFP1; Q9HBX9; HEK293T-RXFP1 cAMP TR-FRET, 30 min; response scale: percent of porcine relaxin response, buffer zero; Potency, µM (titrated, usually from 57.5 µM), inactives show top-dose activation, usual class: activators; actives 0.3% (n = 370,000); note: potency is the fitted concentration of half-maximal effect; % is set by controls: 0 for no effect and ±100 for the full control effect; nearly all actives have a fitted effect of over 60% in size; many of its hits are not listed in these tables
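HEK293 cells stably expressing RXFP1, treated 30 min at 37C with compounds plus PDE4 inhibitor Ro 20174; cAMP measured by HTRF TR-FRET. Normalized to buffer and 29 nM porcine relaxin; EC50 by Hill fit.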
TRHR enhancer – allosterically enhances the human TRH receptor | actives 0.66% (n = 360,000) | enhancement, % at 2 µM | P34981 | TRHR cells, fluo-8 calcium fluorescence, EC20 TRH enhancement; in the data active = enhancement above about 30%; note: 0% is about no effect
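TRHR-expressing cells loaded with fluo-8 calcium dye were read kinetically (ex 480/em 530) during compound addition, then stimulated with an EC20 of TRH (10 nM final). Enhancement of the Gq-mediated intracellular calcium response was scored.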
D1 antagonist – antagonists of human D1 dopamine receptor; activity change, negative = inhibition, % at 10 µM; P21728; actives 3.2% (n = 360,000); AID 504652; HEK293 TREx D1 cells, calcium flux, dopamine EC80; stronger effect = lower value; in the data active = activity change below about -30%; note: % is set by controls: 0 for no effect and ±100 for the full control effect
Target sequence (P21728 whole entry, looked up): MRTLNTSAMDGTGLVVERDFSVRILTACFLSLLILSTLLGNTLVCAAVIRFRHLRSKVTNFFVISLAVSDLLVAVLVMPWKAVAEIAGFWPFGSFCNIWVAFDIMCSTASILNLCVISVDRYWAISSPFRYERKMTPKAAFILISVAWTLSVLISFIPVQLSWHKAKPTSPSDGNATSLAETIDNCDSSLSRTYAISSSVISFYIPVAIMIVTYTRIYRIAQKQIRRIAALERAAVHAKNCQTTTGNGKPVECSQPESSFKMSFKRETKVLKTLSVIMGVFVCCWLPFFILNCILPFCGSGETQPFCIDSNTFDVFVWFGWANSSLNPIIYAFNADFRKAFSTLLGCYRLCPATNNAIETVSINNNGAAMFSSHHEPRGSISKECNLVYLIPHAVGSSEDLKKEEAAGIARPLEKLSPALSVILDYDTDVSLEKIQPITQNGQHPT
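Calcium flux readout: force-coupled, inducible Hek293 Trex D1 line, cells induced overnight at 30 C with tetracycline, dye-loaded 30–90 min at RT. Antagonism scored against EC80 dopamine challenge given 180 s after compound.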
D1 agonist – agonists of human D1 dopamine receptor; HEK293 T-REx D1 cells, calcium flux, agonist mode; activation, % at 2 µM; AID 504660; actives 1% (n = 360,000); P21728; in the data active = activation above about 30%; note: 0% is about no effect
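Inducible HEK293 T-REx D1 cells, force-coupled to calcium signalling, were plated at 4000 cells/well with tetracycline and held overnight at 30 C. After no-wash calcium dye loading, compound-evoked calcium rise over 180 s flagged agonists.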
D1 PAM – enhances dopamine response at the human D1 receptor | potentiation, % at 10 µM | P21728 | AID 504651 | actives 0.036% (n = 360,000) | HEK293 TREx D1 cells, calcium flux, dopamine EC20 potentiation; in the data active = potentiation above about 30%; note: 0% is about no effect
D2 PAM – positively modulates the human D2 dopamine receptor allosterically. AID 485347. P14416. potentiation, % at 10 µM. HEK293 T-REx D2, calcium flux, EC20 dopamine potentiation. actives 0.34% (n = 340,000);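 active = potentiation over 3 SD above the plate norm, cut at about 30% in these data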; note: 0% is about no effect
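Tetracycline-induced Hek293 Trex D2 cells, force-coupled to calcium, loaded with no-wash calcium dye. Compound added with 180 s kinetic read for agonism, then EC20 dopamine and a further 180 s read for potentiation.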
RXFP1 antag – RXFP1 (human) relaxin receptor antagonism; Q9HBX9; HEK293-RXFP1, relaxin-stimulated cAMP HTRF, 30 min; stronger effect = lower value; activity change, negative = inhibition, % at 57.5 µM; actives 0.59% (n = 350,000); AID 1259400;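 active = activity change of -60% or lower, but not beyond a set lower limit; inconclusive = change between -60% and -40%, or beyond the set limit; inactive = change above -40%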; note: % is set by controls: 0 for no effect and ±100 for the full control effect
The depositor's hits bear a star; ? = inconclusive; nt = no result given; & = joins results of further samples; [ ] = another dose, or the depositor's remark. Unless noted, calls come from the whole dose curve; as a rule, active = well fitted curve in the direction sought with a large enough effect; inconclusive = small, poorly fitted or top-dose-only effect, or another doubt; inactive = no such curve, though single readings can be large; an effect the other way counts as inactive or inconclusive. The list is partial; count on the stated rates, not on these rows.

SMILES | TRHR agonist | Anesthetic bind | RXFP1 ag | TRHR enhancer | D1 antagonist | D1 agonist | D1 PAM | D2 PAM | RXFP1 antag
CC(C)NC(=O)c1cc(=O)n(C)c(=O)n1C | 0.5 | 9% | -0.3% | 5 | -4 | 3 | -1 | nt | 3
O=C(NCc1ccc(Cl)cc1)C(=O)NCC1OCCN1S(=O)(=O)c1ccc2c(c1)OCCO2 (stereo unspecified) | -0.6 | ? | 12% | -2 | 1 | 6 | -7 | 10 | -2
O=C(NCc1cccnc1)c1cccc(NC(=O)c2ccco2)c1 | 0.3 | 11% | 1.9% | -2 | 5 | 0 | 3 | 3 | -9
CCc1nnc(NC(=O)c2ccc3c(=O)n4c(nc3c2)CCCCC4)s1 | 0.2 | -9% | -0.2% | 2 | -21 | 1 | -6 | 1 | -7
CCOC(=O)c1cccc(-n2c(C)cc(C=O)c2C)c1 | -0.1 | -16% | 0.1% | 2 | -4 | 1 | 3 | 8 | -15
COCc1cc(C)nc(SC)c1C#N | -0.7 | -7% | 4.5% | -3 | -10 | 0 | -2 | 8 | 9
Cc1ccc(OCCC(=O)OCC(=O)Nc2cc(C)cc(C)c2)cc1 | -0.8 | -7% | -0.4% | 2 | -11 | 4 | 1 | 15 | -4
COCCNc1nc2c(S(=O)(=O)c3ccccc3)nnn2c2ccc(Cl)cc12 | -0.2 | -3% | -1.2% | -5 | -22 | -1 | -3 | -5 | -11
CCOc1cc(C(=O)OCc2ccc(OC)cc2)ccc1OCC(=O)N1CCOCC1 | 0.6 | nt | 1.3% | 4 | 0 | 2 | -3 | 9 | 16
Cc1cc(NC(=O)COC(=O)Cn2c(C)csc2=O)ccc1Br | 1.1 | -9% | 0.4% | 8 | -5 | 1 | 5 | 1 | -12
OCc1nnc2c3ccccc3c(-c3ccccc3)nn12 | -0.6 | -16% | 11% | -2 | nt | -2 | -2 | -5 | -13
CCCCCCCNC(=O)C1(CC2CC(c3cccc(Br)c3)=NO2)CCN(C(=O)c2cc(OCC)c(OCC)c(OCC)c2)CC1 (stereo unspecified) | 0.8 | nt | 0.2% | 11 | 7 | 10 | -11 | -7 | nt
CCc1ccc(-c2nc(CS(=O)CC(=O)NCc3ccc(F)cc3)c(C)o2)cc1 (stereo unspecified) | -0.4 | -15% | -0.5% | -5 | 15 | 0 | 1 | -14 | -3
CCOC(=O)CNC(=O)Cn1cnc2c(nnn2-c2cccc(OC)c2)c1=O | 0.2 | 10% | ? | -8 | 0 | -1 | 0 | 9 | 13
O=C(NCC1CCCO1)c1ccc2c(c1)OCO2 (stereo unspecified) | 0.4 | -3% | 2.1% | -8 | 9 | 8 | -4 | 1 | 1
O=C(Nc1ccn(CC(=O)N2CCN(c3ccccn3)CC2)c(=O)n1)OCc1ccccc1 | 21 | nt | 1.7% | 0 | nt | 1 | -1 | 8 | nt
COc1ccc(C(=O)NC2=Nc3ccccc3N=C(C)C2c2ccccc2)cc1 (stereo unspecified) | -0.5 | 7% | 0.0% | -4 | -5 | 2 | -4 | 1 | -2
S=c1[nH]nc(-c2cc(-c3ccco3)[nH]n2)n1-c1ccccc1Cl | 0.1 | -19% | 2.8% | -1 | -11 | 2 | 3 | 0 | -21
CC(=O)N/N=C(\C)c1ccc(Br)cc1Br | 0.0 | ? | 1.2% | 6 | 25 | 1 | 4 | -4 | 4
O=C1NC(NS(=O)(=O)c2ccccc2)(C(F)(F)F)C(=O)N1Cc1cccnc1 (stereo unspecified) | 0.3 | -2% | 5.1% | 0 | 4 | 1 | 1 | 10 | -1
Cc1ccc(C(c2nnnn2C(C)(C)C)N(Cc2ccco2)Cc2cccs2)cc1 (stereo unspecified) | 0.7 | -4% | -0.2% | -3 | 36 | 5 | -2 | 0 | -5
Cc1ccc(Cl)cc1N1CCN(Cc2cc(=O)n3ccsc3n2)CC1 | -2.0 | -17% | 7.7% | -10 | 4 | 2 | 0 | -13 | -4
CCCCCC(=O)N1CCN(CCN=CC2=C(O)CC(c3ccco3)CC2=O)CC1 (stereo unspecified) | -2.0 | -14% | 2.1% | -6 | 2 | 2 | -5 | 1 | 5
Cc1ccc2c(c1)c1c(n2CCc2ccc(C)nc2)CCN(C)C1 | 0.0 | nt | 0.8% | 0 | 0 | 0 | -7 | -27 | nt
Cc1cc(C)c(NC(=O)CCN2C(=O)c3ccccc3Sc3ncccc32)c(C)c1 | -0.1 | 5% | 2.0% | -2 | 5 | -1 | 3 | 5 | -2
CCOc1cccc(CNC(=O)c2ccc(N3CCCC3)c(NC(=O)NCc3ccccc3)c2)c1 | -1.0 | 38%[activator] | 0.4% | 0 | -13 | 3 | 0 | -6 | 6
Cc1cccc2nc(CSc3ccccc3C(=O)O)cn12 | 0.3 | 1% | -0.5% | 0 | 8 | 0 | 10 | 0 | 3
CCn1c(C)nc2cc(C(N)=O)ccc21 | 0.8 | 1% | 4.1% | 5 | -4 | 3 | -1 | -8 | -8
O=c1cc(O)c2c(=O)n(-c3ccccc3)c3ccccc3c2o1 | -0.8 | -5% | 4.6% | 7 | -2 | 9 | -5 | -1 | 3
Cc1cccc2nc(CSc3nncn3-c3ccccc3)cn12 | -1.2 | -15% | 0.7% | -4 | 1 | 1 | -7 | -5 | 8
Cc1ccc(C(=O)NCCC(=O)NCc2cc(=O)n(C)c(=O)n2C)cc1 | 1.6 | -3% | -2.8% | 6 | -1 | 2 | -4 | 1 | 12
Cc1ccc(C)c(N(CC(=O)NCc2ccco2)C(=O)CNS(=O)(=O)c2ccc(F)cc2)c1 | 0.3 | -12% | 3.9% | -1 | -24 | 5 | 1 | 8 | -12
Cc1cccc(NC(=O)CSCC(=O)N2CCCc3ccccc32)c1 | -0.5 | nt | 0.3% | -1 | 3 | 0 | -5 | -7 | -10
CCn1cc(C(=O)NCc2ccccc2Cl)c(=O)c2cc(S(=O)(=O)N3CCCCC3)ccc21 | -0.7 | -15% | 3.4% | 3 | -5 | 1 | 2 | 29 | 2
Cc1ccc2c(c1)cc1c(=O)n(CC(=O)NC(C)CCc3ccccc3)nc(C)n12 (stereo unspecified) | -0.1 | -1% | 4.1% | -2 | 4 | 0 | -3 | 1 | -3
COc1ccc(CCn2c(C)cc(C(=O)CCl)c2C)cc1OC | -0.4 | -15% | 2.0% | 0 | -2 | 3 | -1 | -1 | -1
CC(C)(C)c1nnc(NS(=O)(=O)c2ccc([N+](=O)[O-])cc2)s1 | 0.4 | ? | 1.0% | 6 | -3 | 2 | 14 | nt | -1
COc1ccc([C@H]2CC(=O)C=C(/C=C/c3ccc(C(F)(F)F)cc3)C2)cc1 | 0.6 | nt | 0.0% | 2 | -17 | 1 | 2 | -1 | nt
C=CCc1cccc(/C=C/c2cc(=O)c3ccccc3[nH]2)c1O | 0.5 | 5% | -1.1% | -5 | -5 | 11 | -8 | -5 | -10
CC1=C(C(=O)OCc2ccccc2)C(c2ccc(C#N)cc2)NC(=O)N1CCCC(=O)O (stereo unspecified) | -0.8 | -4% | 3.6% | -6 | -5 | -4 | -4 | -1 | nt
C[C@H](NC(=O)N1CCn2c1nc1ccccc12)C(=O)NCc1ccc2c(c1)OCO2 | -1.1 | -8% | -0.7% | -5 | -5 | -1 | -1 | 11 | -14
COc1ccccc1C(=O)NC(CCSC)C(=O)OCC(=O)N1CCCC1=O (stereo unspecified) | -0.9 | nt | 0.0% | -1 | -7 | 0 | -3 | -8 | -1
Cc1ccsc1C(=O)NNC(=O)C1CCCCC1C(=O)O (stereo unspecified) | 0.6 | ? | -0.2% | -5 | -6 | 4 | 6 | nt | 4
CCc1ccc(CNC(=O)C2CCN(c3nnc(C)c4c(C)n(-c5ccc(C)cc5)nc34)CC2)cc1 | -0.6&-0.7 | 5%&-16% | 12%&17% | 20&0 | 18&-9 | 4&4 | -4&-3 | -1&-7 | -24&-15
Cc1ccsc1/C=N/n1c(-c2ccco2)n[nH]c1=S | -0.2 | -11% | -0.2% | -2 | 4 | 2 | -2 | 3 | -4

Whole records, looked up by structure. Values in the order: TRHR agonist, Anesthetic bind, RXFP1 ag, TRHR enhancer, D1 antagonist, D1 agonist, D1 PAM, D2 PAM, RXFP1 antag
`C[C@H](NC(=O)N1CCn2c1nc1ccccc12)C(=O)NCc1ccc2c(c1)OCO2` as listed: -1.1, -8%, -0.7%, -5, -5, -1, -1, 11, -14
`Cc1cccc(NC(=O)CSCC(=O)N2CCCc3ccccc32)c1` as listed: -0.5, nt, 0.3%, -1, 3, 0, -5, -7, -10
`Cc1ccc2c(c1)cc1c(=O)n(CC(=O)NC(C)CCc3ccccc3)nc(C)n12` (stereo unspecified) as listed: -0.1, -1%, 4.1%, -2, 4, 0, -3, 1, -3
`Cc1ccc(C(=O)NCCC(=O)NCc2cc(=O)n(C)c(=O)n2C)cc1` as listed: 1.6, -3%, -2.8%, 6, -1, 2, -4, 1, 12
`COc1ccc(CCn2c(C)cc(C(=O)CCl)c2C)cc1OC` as listed: -0.4, -15%, 2.0%, 0, -2, 3, -1, -1, -1

Further compounds follow:
SMILES | TRHR agonist | Anesthetic bind | RXFP1 ag | TRHR enhancer | D1 antagonist | D1 agonist | D1 PAM | D2 PAM | RXFP1 antag
O=C(O)CNS(=O)(=O)c1ccc(C2CCCCC2)cc1 | 0.9 | -13% | -0.7% | -1 | -6 | 0 | 0 | 0 | -4
Cc1cccc(-c2nc3c(c(SCC(=O)N4CCOCC4)n2)Cc2c(CO)cnc(C)c2O3)c1 | 0.7 | ? | 3.0% | -2 | -11 | 7 | -5 | -5 | -16
Cc1ccc(OCCCCn2c(-c3ccc(Cl)cc3)nc3ccccc3c2=O)cc1 | -0.2 | -10% | ? | 12 | -3 | 2 | -2 | 11 | -5
CCn1c(SCC(=O)Nc2ccccc2)nc2nc3c(cc2c1=O)COC(C)(C)C3 | 0.3 | -3% | 1.3% | -4 | 19 | 0 | -1 | 2 | 2
CCCOc1ccc(-c2c(C(=O)N/N=C(\C)c3cccnc3)nnn2-c2nonc2N)cc1 | -0.2 | -23% | -2.3% | -9 | -27 | 1 | -1 | 4 | -26
CS(=O)(=O)N(CC(=O)Nc1ccccc1C(=O)NCc1ccccc1)c1ccc2c(c1)OCCO2 | 1.3 | 0% | 0.6% | 6 | -6 | 9 | -8 | -4 | 23
Cc1ccc(Cl)c2sc(NC(=O)CS(=O)(=O)c3ccc(Cl)cc3)nc12 | 0.4 | 6% | -0.3% | 9 | nt | -2 | 1 | 5 | -11
Cc1ccc(NC(=O)c2ccc(F)cc2)cc1S(=O)(=O)N1CCCCCC1 | 1.8 | -10% | 0.0% | -11 | -5 | 4 | -5 | 1 | 3
